Screening data from PubChem BioAssay.
Mtb BioA inh: M. tuberculosis BioA enzyme inhibitors, primary screen, biochemical, plate reader, single point, HTS; purified M. tuberculosis BioA enzyme; 0.096% of 360,000 active; 7,8-diaminopelargonic acid synthase BioA (Mycobacterium tuberculosis); inhibition, % at 9.99 µM; in the data active means inhibition above about 40%; inconclusive means no clear call, values can overlap the other calls
BoNT A protease: BoNT/A light chain protease inhibitors, primary screen, biochemical, flow cytometry, MLPCN library | Botulinum neurotoxin type A light chain protease (Clostridium botulinum A str. ATCC 3502) | multiplex microsphere protease substrate cleavage | inhibition, % at 10 µM | 0.17% of 360,000 active; in the data active means inhibition above about 30%; inconclusive means no clear call, values can overlap the other calls; further: plate controls were buffer without enzyme for full effect and enzyme alone for no effect
Mtb UGM inh: M. tuberculosis UGM enzyme inhibitors, primary screen, biochemical, fluorescence polarization, single point; UDP-galactopyranose mutase (Mycobacterium tuberculosis (strain ATCC 25618 / H37Rv)), …; purified UGM, fluorescence polarization probe displacement; inhibition, % at 10 µM; 0.06% of 320,000 active; AID 504406, 2011; in the data active means inhibition above about 10%, passing the limit was not always enough; inconclusive means no clear call, values can overlap the other calls
Target sequence (P9WIQ1 whole entry, looked up): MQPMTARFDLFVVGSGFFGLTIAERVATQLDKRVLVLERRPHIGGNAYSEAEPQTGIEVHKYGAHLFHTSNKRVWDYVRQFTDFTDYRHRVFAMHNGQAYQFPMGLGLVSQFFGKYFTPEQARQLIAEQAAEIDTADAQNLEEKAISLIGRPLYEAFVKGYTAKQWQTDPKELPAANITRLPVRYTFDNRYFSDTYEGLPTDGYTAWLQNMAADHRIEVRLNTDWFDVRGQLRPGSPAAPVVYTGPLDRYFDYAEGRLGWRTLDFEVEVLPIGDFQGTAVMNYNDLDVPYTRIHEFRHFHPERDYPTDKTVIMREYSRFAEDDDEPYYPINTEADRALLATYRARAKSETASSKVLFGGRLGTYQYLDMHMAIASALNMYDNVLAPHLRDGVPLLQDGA
CCHFV vOTU inh: CCHFV vOTU protease inhibitors, primary screen, biochemical, Pep-AMC substrate, fluorescence. Crimean-Congo hemorrhagic fever virus L polyprotein viral ovarian tumor (vOTU) protease …. inhibition, % at 11.5 µM. 0.55% of 370,000 active. AID 651958, 2012; further: 0% = vehicle wells with enzyme and 100% = no enzyme wells
GDH-TPI inh: GDH-TPI coupling enzyme inhibitors, primary screen, artefact control for M. tuberculosis FBA inhibitor project, biochemical, absorbance, full deck; GDH-TPI coupled enzyme counterscreen, NADH absorbance; inhibition, % at 4.8 µM; 1.2% of 360,000 active;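 further: 0% = DMSO wells and 100% = wells lacking the enzyme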
FadD28 FP inh: inhibitors of FadD28 bisubstrate probe binding, primary screen, biochemical, fluorescence polarization, single point | 0.22% of 360,000 active | AID 588549, 2011 | inhibition, % at 12.5 µM | Mycobacterium tuberculosis FadD28 fatty-acid-AMP ligase; in the data active means inhibition above about 8.5%, passing the limit was not always enough; inconclusive means no clear call, values can overlap the other calls
PrPC TRFRET: inhibitors of human cell surface prion protein PrPC, primary screen, cell-based, TR-FRET | 0.43% of 370,000 active | inhibition, % at 13.8 µM | Major prion protein (Homo sapiens), P04156 | TR-FRET read-out | AID 720596, 2013; in the data active means inhibition above about 24%; further: 0% = median of the test wells and 100% = reference compound wells
Mtb FBA inh: Mtb FBA enzyme inhibitors, primary screen, biochemical, fluorescence, strain H37Rv; purified M. tuberculosis FBA, fluorescence read-out; inhibition, % at 1 µM; 2.3% of 360,000 active; AID 588726, 2011; in the data active means inhibition above about 27%;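 further: 0% = vehicle and 100% = reference inhibitor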
Target sequence (P9WQA3 whole entry, looked up): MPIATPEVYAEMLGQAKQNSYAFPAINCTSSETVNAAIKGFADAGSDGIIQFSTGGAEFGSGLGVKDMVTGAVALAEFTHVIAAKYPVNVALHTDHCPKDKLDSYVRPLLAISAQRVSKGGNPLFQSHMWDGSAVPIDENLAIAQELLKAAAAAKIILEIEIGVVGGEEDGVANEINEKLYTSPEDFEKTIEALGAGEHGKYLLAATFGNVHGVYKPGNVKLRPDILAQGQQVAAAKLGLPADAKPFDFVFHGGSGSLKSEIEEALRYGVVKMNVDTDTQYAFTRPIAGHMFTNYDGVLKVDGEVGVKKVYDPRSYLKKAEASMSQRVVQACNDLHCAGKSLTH
BoNT-F LC inh: BoNT/F light chain protease inhibitors, primary screen, biochemical, flow cytometry, MLPCN library. inhibition, % at 10 µM. Multiplex microsphere protease cleavage assay. 0.22% of 360,000 active. Botulinum neurotoxin type F light chain protease (Clostridium botulinum); in the data active means inhibition above about 35%, passing the limit was not always enough; inconclusive means no clear call, values can overlap the other calls; further: plate controls were buffer without enzyme for full effect and enzyme alone for no effect
* = called active by the depositor; ? = inconclusive; . = not tested or not shown. Unless noted, no stated cut-off is given here; in the data, active means inhibition above about 30%; inactive means the rest.

SMILES	Mtb BioA inh	BoNT A protease	Mtb UGM inh	CCHFV vOTU inh	GDH-TPI inh	FadD28 FP inh	PrPC TRFRET	Mtb FBA inh	BoNT-F LC inh
Cc1ccc(CN2CC(N3CCC(c4ccccc4)CC3)CS2(=O)=O)cc1 (stereo not drawn)	2.0	0.0	.	18	.	-6.1	-5	-3	2
Cc1cccc(C(=O)Nc2ccc(S(=O)(=O)N3CCOCC3)cc2C)c1	0.4	2.5	-1.4	-9	-4	-1.3	0	0	-21
CCOc1cc(/C=C2/SC(=S)NC2=O)ccc1OC(=O)c1ccco1	.	0.7	1.1	8	17	-2.4	-9	-3	-3
O=C(O)/C=C/C(=O)NCCC(c1ccccc1)c1ccccc1	-4.6	0.8	2.6	-5	5	-1.4	2	1	6
COc1ccc(OC)c(S(=O)(=O)N/N=C(/C)c2ccc3c(c2)OCO3)c1	-1.0	0.7	-2.5	-25	19	-3.8	10	1	3
N#CCCn1cc(/C=N/NC(N)=S)c(-c2ccc(-c3ccccc3)cc2)n1	.	0.3	1.9	-1	8	-4.6	-17	3	4
COc1ccc(N2CCN(C(CNC(=O)C(=O)NCCC3=CCCCC3)c3ccco3)CC2)cc1 (stereo not drawn)	-0.2	2.2	-2.0	-1	8	-0.2	4	0	9
COc1cc(C2C(C#N)=C(N)Oc3cc(C)n(CCN4CCOCC4)c(=O)c32)cc(OC)c1OC (stereo not drawn)	.	-0.1	1.1	3	10	0.4	3	-2	-8
CC1=NNC(=O)C1CCC(=O)N/N=C/c1ccc(Cl)cc1Cl (stereo not drawn)	.	0.5	0.7	-13	-3	-3.1	-5	0	10
COc1ccc(N2C(=O)c3ccc(C(=O)Nc4cc(OC)ccc4OC)cc3C2=O)cc1	.	0.8	0.6	-17	-7	-0.7	-2	2	-8
O=C(c1ccc2c(c1)OCO2)N1CCc2ccccc21	.	1.6	0.2	1	-4	-2.2	-1	-5	-2
O=C(CSc1nnnn1C1CCCC1)NCc1ccc2c(c1)OCO2	0.9	0.0	-1.5	-9	8	2.2	1	2	-6
Oc1ccc[n+](/C=C\c2ccccc2)c1	-0.9	0.4	-1.4	3	13	2.6	-7	6	-5
Cc1cc(NC(=O)CCC(=O)N(C(C(=O)NC(C)(C)C)c2ccccc2Cl)C(C)(C)C)no1 (stereo not drawn)	-0.3	0.7	-0.8	2	-1	-3.8	-4	0	5
Cn1ncc(Cl)c1C(=O)N1CCN(c2ccc(F)cc2)CC1	-0.7	-0.3	1.4	16	4	-0.8	4	1	-2
CC(C)[C@H](NC(=O)c1ccccc1F)C(=O)NCc1ccc(S(N)(=O)=O)cc1	-1.8	-0.2	-1.8	2	-12	-0.6	1	3	-3
CC/C(=N\NC(=O)C1CC1)c1cccc(Cl)c1	.	0.2	-3.2	-7	-3	-1.2	-4	0	-4
COc1ccc(-n2c(Cc3cccn3C)nnc2SCC(=O)Nc2ccc3c(c2)OCO3)cc1	2.0	-0.8	0.0	-4	-3	-2.2	6	3	0
O=C(Cn1c(-c2ccc(Cl)cc2)noc1=O)N1CCN(c2ccccc2F)CC1	2.0	-0.4	1.8	0	-1	-3.3	-10	-2	-5
CC(C)c1ccc(NC2CCCN(C(=O)CCN3CCOCC3)C2)cc1 (stereo not drawn)	0.0	-0.5	-1.1	2	-4	-2.4	3	0	0
O=C(COc1ccccc1C(=O)NCc1ccccc1)Nc1ccccc1	-0.1	0.0	0.9	0	0	-1.6	0	0	-10
CCCCN(C(=S)Nc1cccc(SC)c1)C1CCN(C(C)=O)CC1	0.6	-0.7	1.6	-7	9	-5.6	9	0	-13
CC[C@]12c3[nH]c4ccc(Cl)cc4c3CCN1C(=O)[C@@H](CC(=O)NCc1ccc(OC)c(OC)c1)C[C@@H]2C(=O)N1CCN(C(=O)c2ccco2)CC1	0.7	-0.2	.	-3	10	-1.7	-6	-1	-2
CN(Cc1ccco1)c1ncnc2ccc(-c3ccc4c(ccn4C)c3)cc12	1.1	5.6	-0.9	12	23	-1.3	24	7	-116
Cc1ccc(S(=O)(=O)CC(c2ccccc2)N2CCCCC2)cc1 (stereo not drawn)	.	0.0	0.6	-3	2	-0.3	3	-3	-2
COc1ccc(S(=O)(=O)c2ccc(O)cc2)cc1	0.5	0.0	-0.5	1	-6	-3.5	7	-2	-7
Cc1[nH]c2ccc(F)cc2c1CCN(Cc1ccncc1)C(=S)Nc1cccc(F)c1	2.1	-0.6	4.5	5	1	-3.8	-4	1	-8
COc1ccc(CNC(=O)COC(=O)/C=C/c2ccco2)cc1	-0.1	-0.3	-5.0	2	6	-0.9	3	3	-7
CC(NC(=O)CSc1ccc(S(=O)(=O)N2CCOCC2)cn1)c1ccc(Cl)cc1Cl (stereo not drawn)	-0.4	-0.3	.	9	-3	-3.7	27*	3	0
CCN1CCN(c2ncnc3c2cnn3-c2ccc(C)cc2C)CC1	-0.4	0.4	2.5	-4	-3	-0.9	-3	1	0
CN(C(=O)c1ccc2c(=O)n3c(nc2c1)CCCCC3)c1cccc(Cl)c1	.	-5.8	0.2	2	-13	-5.4	1	-5	-14
O=c1cc(-c2ccc(O)cc2)oc2c(O)c(O)c(O)c(O)c12	-0.3	0.7	-0.3	11	37*	0.2	2	5	-18
CC(C)(C)NC(=O)CN(C(=O)Cn1nnc(-c2ccc(Cl)cc2)n1)C1CCN(Cc2ccccc2)CC1	-0.2	-1.0	1.0	.	-2	-1.1	.	1	-10
Cc1c(C(=O)N2CCN(Cc3ccc4c(c3)OCO4)CC2)sc2ncnc(N3CCN(c4ccccc4)CC3)c12	1.0	0.1	-2.1	11	3	-1.1	-2	2	-1
NC(=O)c1ccc(NC(=O)CSc2nncn2-c2ccccc2)cc1	0.8	2.0	-5.2	3	-4	-3.5	-5	-5	-13
O=C(NCCc1c[nH]c2ccccc12)/C(=C\c1cccnc1)NC(=O)c1cccs1	.	-0.1	-3.3	-4	2	-1.1	-4	-2	0
N#C/C(=C\c1cccc(O)c1)C(=O)N1CCCCC1	3.1	-1.5	-1.4	-16	-1	-0.8	-2	0	47*
CCc1ccc2c(c1)C(=O)C[C@]1(CCC[C@H](C)C1)O2	-1.9	0.2	0.6	-1	11	-1.5	2	4	3
CC(C)(C)n1cnc2cc(NC(=O)c3cccs3)ccc21	18	-0.3	2.3	10	2	-1.1	3	-1	-4
O=S(=O)(NC1=NCCCCC1)c1cc(F)ccc1F	-1.2	0.7	-2.6	18	1	-0.4	-5	1	7

Two consecutive records out of the list so far:
SMILES	Mtb BioA inh	BoNT A protease	Mtb UGM inh	CCHFV vOTU inh	GDH-TPI inh	FadD28 FP inh	PrPC TRFRET	Mtb FBA inh	BoNT-F LC inh
CC(C)(C)n1cnc2cc(NC(=O)c3cccs3)ccc21	18	-0.3	2.3	10	2	-1.1	3	-1	-4
O=S(=O)(NC1=NCCCCC1)c1cc(F)ccc1F	-1.2	0.7	-2.6	18	1	-0.4	-5	1	7

4 compounds out of the list, arranged by formula weight, rising:
SMILES	Mtb BioA inh	BoNT A protease	Mtb UGM inh	CCHFV vOTU inh	GDH-TPI inh	FadD28 FP inh	PrPC TRFRET	Mtb FBA inh	BoNT-F LC inh
CC/C(=N\NC(=O)C1CC1)c1cccc(Cl)c1	.	0.2	-3.2	-7	-3	-1.2	-4	0	-4
Cc1cccc(C(=O)Nc2ccc(S(=O)(=O)N3CCOCC3)cc2C)c1	0.4	2.5	-1.4	-9	-4	-1.3	0	0	-21
CCCCN(C(=S)Nc1cccc(SC)c1)C1CCN(C(C)=O)CC1	0.6	-0.7	1.6	-7	9	-5.6	9	0	-13
O=C(NCCc1c[nH]c2ccccc12)/C(=C\c1cccnc1)NC(=O)c1cccs1	.	-0.1	-3.3	-4	2	-1.1	-4	-2	0

The results go on.
SMILES	Mtb BioA inh	BoNT A protease	Mtb UGM inh	CCHFV vOTU inh	GDH-TPI inh	FadD28 FP inh	PrPC TRFRET	Mtb FBA inh	BoNT-F LC inh
CN(C)/C=C1\NC(=S)N(c2ccc(Cl)cc2)C1=O	1.0	1.1	0.7	0	7	-0.5	3	-3	-2
C=CCn1c(COc2cccc(C)c2)nnc1SCC(=O)c1c(N)n(C)c(=O)n(C)c1=O	.	-0.4	.	-4	6	-3.1	-1	2	0
Cc1cc(C)n(CCC(=O)N/N=C/c2ccc(O)cc2O)n1	-1.5	-0.2	.	25	31*	-1.5	9	4	-3
Cc1ccc(C)c(NC(=O)C(OC(=O)c2cnc(C)cn2)c2ccccc2)c1 (stereo not drawn)	-0.4	-3.0	-2.2	5	0	-0.5	0	-1	0
CN(C)CC1CCCCC1OC(=O)/C=C/c1ccccc1 (stereo not drawn)	.	.	-1.3	1	3	-2.8	-2	2	.
Cc1oc(-c2cccc(Cl)c2)nc1CSc1nc2c(c(=O)[nH]1)CCC2	-0.6	0.0	5.6	.	1	-2.6	.	2	-4
CN(C)C1CCc2[nH]c3c(F)cc(F)cc3c2C1 (stereo not drawn)	0.7	0.0	.	-12	4	-2.7	0	1	5
O=C(NC1CCCC1)[C@@H]1CSC2c3ccccc3C(=O)N21 (stereo partly drawn)	.	-0.5	2.1	-5	5	-0.1	3	2	-2
O=C(CCn1nnc2ccccc21)N1CCN(c2ccccc2)CC1	8.5	-0.1	3.6	9	-6	-2.1	5	2	-1
Cc1c(N=Cc2ccncc2)c(=O)n(-c2ccccc2)n1C	-0.4	-1.2	3.0	5	19	-3.5	-6	-2	-38
CCOc1ccccc1NC(=O)C(OC(=O)c1ccc(O)cc1)c1ccccc1 (stereo not drawn)	-0.6	-0.6	-1.4	4	6	-1.6	4	1	-6
CN(C)C(CNc1ncnc2ccccc12)c1c(F)cccc1Cl (stereo not drawn)	.	-4.5	-0.8	-11	8	0.5	1	-1	-17
O=C(Cn1nnc2ccccc21)Nc1ccc(Cl)cn1	-3.2	-0.9	-2.3	-9	9	-3.7	4	-6	-2
O=C(Nc1ccc2nc3n(c(=O)c2c1)CCCCC3)C(=O)N1CCN(c2ccccc2F)CC1	1.5	11	3.8	6	-2	-4.3	2	-3	9
C=CCn1c(=NC(=O)c2ccccc2[N+](=O)[O-])sc2cc(S(C)(=O)=O)ccc21	.	-0.7	-1.7	1	24	-0.8	6	-1	-4
O=C(Nc1ccc(Cl)cc1)Nc1cccnc1	4.6	-0.3	4.7	-16	4	-5.4	-4	-1	-2
NCCCC[C@@H]1NC(=O)[C@H](CCC(=O)O)NC(=O)c2cc([N+](=O)[O-])cc(I)c2SC[C@@H](C(=O)NCC(N)=O)NC1=O	-1.7	-0.9	-2.4	13	9	-0.8	-30	0	-5
Cc1ccnc(Nc2nc(-c3ccc(O)cc3)cs2)c1	1.6	-2.6	2.4	-1	7	-0.7	7	1	?
COC(=O)[C@@]12CCCCN1[C@H](c1ccc(-c3ccc(Cl)c(Cl)c3)cc1)[C@H]1C(=O)N(C)C(=O)[C@H]12	18	-0.2	3.8	15	5	-0.4	3	4	-4
Cc1ccc(C)c(N2CCN(C(=O)CCc3nc(-c4cccc(Br)c4)no3)CC2)c1	0.5	-0.1	.	-4	-5	-3.1	2	-2	-6
Cc1ccccc1CSc1nc(-c2ccccc2)cc(=O)[nH]1	2.1	-0.8	-0.3	-10	-2	-1.9	-5	-4	-18
CCOc1ccc(NCC(=O)Nc2ccc(Cl)cc2C)cc1	-1.6	0.6	0.9	11	-10	-5.4	5	-1	-21
COc1ccccc1C(=O)N/C(=C\c1ccccc1)C(=O)NC(Cc1ccccc1)C(=O)O (stereo not drawn)	.	-6.6	3.4	14	-1	0.8	2	0	-23
COc1cc(SC)ccc1C(=O)NCCOc1c(C)cc(C)cc1C	-1.2	-0.2	-1.0	-9	-14	-3.6	-4	-3	-1
COc1cc(/C=C(\C#N)C(=O)c2c[nH]c3ccccc23)cc(OC)c1O	-4.0	0.9	-25	1	2	2.1	-10	-7	-6
c1ccc(CSc2ncnc3ccccc23)cc1	1.6	0.6	1.7	12	3	-5.8	16	-1	0
